Screens (PubChem BioAssay)
TDP1 inh = qHTS Assay for Inhibitors of Tyrosyl-DNA Phosphodiesterase (TDP1); Tyrosyl-DNA phosphodiesterase 1 (Homo sapiens), Q9NUW8; recombinant TDP1, AlphaScreen DNA substrate cleavage; Potency, µM (highest dose often 130 µM), inactives show at the highest dose activity change, negative = inhibition, most hits filed as inhibitors; 350,000 compounds, 0.28% hits; also: nearly all actives have a fitted effect of over 40% in size
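Steps: enzyme plus compound, 15 min RT; add biotin/phosphotyrosine-FITC oligonucleotide (15 nM final), react 5 min; add donor/acceptor beads (10 ug/ml final), 10 min; read AlphaScreen. Tdp1 at 1 nM final.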
N370S GC = qHTS Assay for Inhibitors and Activators of N370S glucocerebrosidase as a Potential Chaperone Treatment of Gaucher Disease; Lysosomal acid glucosylceramidase (Homo sapiens), P04062; N370S GC spleen homogenate, 4MU-glucoside fluorescence; Potency, µM (doses to about 59.4 µM), for the others: at the top dose activity change, negative = inhibition, actives largely listed as inhibitors; 330,000 compounds, 0.092% hits; AID 2101, 2009;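 also: 0% = full enzyme activity and -100% = no enzyme basal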
FEN1 inh = qHTS Assay for the Inhibitors of Human Flap endonuclease 1 (FEN1). Potency, µM (highest dose often 114 µM), for inactives: at the top dose activity change, negative = inhibition, usual class: inhibitors. 390,000 compounds, 0.35% hits. Recombinant FEN1 flap cleavage, fluorescence, 15 min. P39748; also: nearly all actives have a fitted effect of over 65% in size
Target sequence (P39748 whole entry, looked up): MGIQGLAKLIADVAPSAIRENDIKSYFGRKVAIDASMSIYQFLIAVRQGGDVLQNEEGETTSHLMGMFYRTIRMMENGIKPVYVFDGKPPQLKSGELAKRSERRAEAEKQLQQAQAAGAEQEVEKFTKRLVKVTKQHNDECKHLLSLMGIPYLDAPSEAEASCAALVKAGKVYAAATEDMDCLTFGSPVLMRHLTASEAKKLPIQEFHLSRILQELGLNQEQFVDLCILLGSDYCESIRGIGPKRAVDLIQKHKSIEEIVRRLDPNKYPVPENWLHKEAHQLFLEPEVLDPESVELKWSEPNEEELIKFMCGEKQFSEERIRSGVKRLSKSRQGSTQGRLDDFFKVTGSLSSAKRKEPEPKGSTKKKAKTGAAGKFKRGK
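FEN1 at 10 nM, compound pretreatment for 15 min (room temperature), 50 nM final substrate to initiate; endpoint reads at 0 and 15 min; DMSO-only plates used as vehicle background.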
An asterisk follows results filed as active; ? = inconclusive; . = no result given; & = joins results of further samples; [ ] = remark or other dose. Calls follow the shape of the dose curve; as a rule, active = well fitted curve in the direction sought with a large enough effect; inconclusive = small, poorly fitted or top-dose-only effect, or another doubt; inactive = no such curve, though single readings can be large; an effect the other way counts as inactive or inconclusive. Unless noted, % is scaled to controls: 0 for no effect and ±100 for the full control effect; potency is read from the fitted curve at half-maximal effect. An excerpt. The share of hits here may be higher or lower than overall.

C[C@]12CC[C@H]3[C@@H](CCC4=CC(=O)CC[C@@H]43)[C@@H]1CC[C@@H]2O
  TDP1 inh: 3%&9%	N370S GC: ?	FEN1 inh: 14%

COCCOC(=O)c1c(N)n(Cc2ccc(OC)cc2)c2nc3ccccc3nc12
  TDP1 inh: -2%	N370S GC: ?	FEN1 inh: -16%

CN1CCC(=O)N(CCN=[N+]=[N-])CC1
  TDP1 inh: .	N370S GC: 2%	FEN1 inh: 18%&2%

CC(C)(C)C(O)C(Oc1ccc(Cl)cc1)n1cncn1 (stereo not drawn)
  TDP1 inh: 10%	N370S GC: -2%	FEN1 inh: 10%

CCN1C[C@@]2(COC)[C@H]3[C@@H](OC)[C@H]4C1[C@@]3([C@H](OC)C[C@@H]2O)[C@H]1C[C@@]2(O)[C@@H](OC(=O)c3ccccc3)[C@@H]1[C@@]4(OC(C)=O)[C@H](O)[C@@H]2OC
  TDP1 inh: 10%[21 µM]	N370S GC: 9%[21.6 µM]	FEN1 inh: .

OCC12COC3c4ccccc4C(OC1)N32 (stereo not drawn)
  TDP1 inh: ?	N370S GC: -3%	FEN1 inh: 8%

C[N+]1(C)CCc2cc3c(cc2[C@H]1[C@@H]1OC(=O)c2c1ccc1c2OCO1)OCO3
  TDP1 inh: 3%&4%	N370S GC: 3%&-21%	FEN1 inh: 9%&2%

COC(=O)C1=C(c2ccc(Cl)c(C(F)(F)F)c2)C[C@@H]2CC[C@H]1N2C(=O)NC1CC1
  TDP1 inh: 0%	N370S GC: .	FEN1 inh: -12%

CC(C)(C)c1cc(C=C(C#N)C#N)cc(C(C)(C)C)c1O
  TDP1 inh: 12%&15%&5%	N370S GC: 4%&3%&-4%	FEN1 inh: ?

Cc1ccc(C2=NCC(=O)N(CC(=O)N3CCCCC3)c3sc(C)c(C)c32)cc1
  TDP1 inh: 7%	N370S GC: 1%	FEN1 inh: 1%

OC(COCc1ccc(Cl)cc1)CN1CC=C(c2ccccc2)CC1 (stereo not drawn)
  TDP1 inh: 3%	N370S GC: 7%[2.35 µM]	FEN1 inh: -17%&-12%

Cc1cc(/C=C2\C(=O)NC(=O)N(c3ccc(Cl)cc3)C2=O)c(C)n1C
  TDP1 inh: 5%	N370S GC: 2%	FEN1 inh: -2%

Cc1ccc(OCCn2cccc2/C=C2/C(=O)NC(=O)N(Cc3ccco3)C2=O)cc1
  TDP1 inh: 3%	N370S GC: 12%	FEN1 inh: ?

O=c1[nH]c(=O)n(CCC2=CCCCC2)c(O)c1C=NCCCn1ccnc1
  TDP1 inh: 7%	N370S GC: -7%	FEN1 inh: 2%

Cc1ccc2cc3c(ccc4ccccc43)c3c2c1CC3
  TDP1 inh: -1%	N370S GC: 9%	FEN1 inh: .

Cc1cc(C=C(C#N)C#N)ccc1N1CCCC1
  TDP1 inh: -6%	N370S GC: 29%	FEN1 inh: ?

O=C(O)CCn1cc(C=C2C(=O)NC(=S)NC2=O)c(-c2cc3ccccc3oc2=O)n1
  TDP1 inh: -2%	N370S GC: 1%	FEN1 inh: ?

CCc1cccc(C)c1NC(=S)N1CC2CC(C1)c1cccc(=O)n1C2 (stereo not drawn)
  TDP1 inh: -4%	N370S GC: 1%	FEN1 inh: 2%

CCCc1nc2ccc(Br)cc2c(=O)n1-c1ccc([N+](=O)[O-])c(C(F)(F)F)c1
  TDP1 inh: 3%	N370S GC: ?	FEN1 inh: -17%

O=C(Cn1c(=O)n(CC2CS2)c2ccccc21)N1CCCCCC1 (stereo not drawn)
  TDP1 inh: 5%	N370S GC: 0%	FEN1 inh: 6%

O=c1[nH]c(O)c(C=Nc2ccc(Cl)c(C(F)(F)F)c2)c(=O)[nH]1
  TDP1 inh: .	N370S GC: 4%	FEN1 inh: 3%

CC(C)CN(C(=O)CN1CC=C(c2ccccc2)CC1)c1c(N)n(CC(C)C)c(=O)[nH]c1=O
  TDP1 inh: 0%	N370S GC: -7%	FEN1 inh: -14%

C=CCn1c(O)c(C(=O)CCCCCC)c(=O)[nH]c1=O
  TDP1 inh: 3%	N370S GC: -12%[2.35 µM]	FEN1 inh: 0%

CCOC(=O)C(O)(c1ccc(N(CC)C(=O)OC)cc1)C(F)(F)F (stereo not drawn)
  TDP1 inh: 2%	N370S GC: -15%	FEN1 inh: 2%

CN1CC[C@@]2(C)c3cc(O)ccc3N(C)C12 (stereo partly drawn)
  TDP1 inh: -4%[56.1 µM]	N370S GC: -3%	FEN1 inh: 10%

CN(C(=O)Cc1ccc(Cl)c(Cl)c1)C(CN1CCCC1)c1cccc(N=C=S)c1 (stereo not drawn)
  TDP1 inh: 16%	N370S GC: -6%	FEN1 inh: .

Cc1ccc(-n2c(O)c(C=NCCCn3ccnc3)c(=O)[nH]c2=O)cc1
  TDP1 inh: 0%	N370S GC: 2%	FEN1 inh: -6%

CC(C)C[C@H](NC(=O)CNC(=O)[C@H](CCC(N)=O)NC(=O)[C@H](Cc1ccc(O)cc1)NC(=O)[C@@H](NC(=O)[C@H](Cc1ccc(O)cc1)NC(=O)CNC(=O)[C@@H](N)CCCN=C(N)N)C(C)C)C(=O)O
  TDP1 inh: 5%	N370S GC: -2%	FEN1 inh: .

Cc1ccc(C)c(-n2c(C)nc3ccccc3c2=O)c1
  TDP1 inh: .	N370S GC: 8%	FEN1 inh: -6%

CN1C(=O)CCS(=O)(=O)[C@H]1c1ccc(Cl)cc1
  TDP1 inh: 12%[56.1 µM]	N370S GC: -9%	FEN1 inh: .

COc1ccc(/C=C/C(=O)c2c(O)n(CCC3=CCCCC3)c(=O)[nH]c2=O)cc1
  TDP1 inh: 6%	N370S GC: -1%	FEN1 inh: -7%

CC1NCCC2(O)CCCCC12 (stereo not drawn)
  TDP1 inh: 3%	N370S GC: -19%	FEN1 inh: 20%

COC(=O)C1=C(c2ccc(-c3ccccc3)c(F)c2)C[C@@H]2CC[C@H]1N2C(=O)NCCCOC(C)C
  TDP1 inh: 0%	N370S GC: .	FEN1 inh: ?

COc1ccc(Br)cc1CNCCc1cccc(Cl)c1
  TDP1 inh: 3%	N370S GC: -11%	FEN1 inh: 16%

CCOc1cccc(N2C(=O)/C(=C/c3ccco3)C(=O)NC2=S)c1
  TDP1 inh: .	N370S GC: -7%	FEN1 inh: 22µM*

Cc1ccc(N(C)C(=O)Oc2cccc3ccc(C)nc23)cc1
  TDP1 inh: 6%	N370S GC: -6%	FEN1 inh: -4%

Brc1ccc(C2N3CCCN23)cc1 (stereo not drawn)
  TDP1 inh: 1%	N370S GC: -4%	FEN1 inh: -17%

COc1cc2c(cc1OC)CN(c1ccc([N+](=O)[O-])c(C(F)(F)F)c1)CC2
  TDP1 inh: 5%	N370S GC: -4%	FEN1 inh: ?

CCN(CC)C(=O)c1ccc(NC(=O)CCn2nc(-c3ccc(C)cc3)c3ccccc3c2=O)cc1
  TDP1 inh: 7%	N370S GC: .	FEN1 inh: -14%

CC12CN3CCN(C1)CC(C)(C3)C2=NO
  TDP1 inh: 6%	N370S GC: -12%	FEN1 inh: -8%

The listing continues.
structure,TDP1 inh,N370S GC,FEN1 inh
COc1cccc(CC(=O)N(C)C2CCCN(Cc3ccccc3F)C2)c1 (stereo not drawn),2%,-5%,-4%
C=CCn1c(O)c(C(C)=Nc2ccc(N(CC)CC)cc2)c(=O)[nH]c1=O,-3%,2%,-5%
CC(Cl)(Cl)Cl,7%,-18%,.
CCN1c2nc3c(C)cccn3c(=O)c2CC2(C(=O)N(C)C(=O)N(C)C2=O)C1C (stereo not drawn),3%,-1%,-3%
CC/C(=N\NC(=O)c1ccccc1Cl)c1c(O)n(C2CCCCC2)c(=O)[nH]c1=O,5%,5%,-8%
CCc1cccc(C)c1N(C(=O)CCl)C(C)COC (stereo not drawn),6%,-1%,.
Cc1cc(C)cc(C(=O)OC2C[C@H]3CC[C@@H](C2)N3C)c1 (stereo partly drawn),10%[56.1 µM],-9%,.

Part of the list above in order of SMILES length, low to high:
structure,TDP1 inh,N370S GC,FEN1 inh
CC(Cl)(Cl)Cl,7%,-18%,.
CC1NCCC2(O)CCCCC12 (stereo not drawn),3%,-19%,20%
Brc1ccc(C2N3CCCN23)cc1 (stereo not drawn),1%,-4%,-17%
CC12CN3CCN(C1)CC(C)(C3)C2=NO,6%,-12%,-8%
COc1ccc(Br)cc1CNCCc1cccc(Cl)c1,3%,-11%,16%
CCc1cccc(C)c1N(C(=O)CCl)C(C)COC (stereo not drawn),6%,-1%,.
CN1CC[C@@]2(C)c3cc(O)ccc3N(C)C12 (stereo partly drawn),-4%[56.1 µM],-3%,10%
Cc1ccc(C)c(-n2c(C)nc3ccccc3c2=O)c1,.,8%,-6%
CN1C(=O)CCS(=O)(=O)[C@H]1c1ccc(Cl)cc1,12%[56.1 µM],-9%,.
Cc1ccc(N(C)C(=O)Oc2cccc3ccc(C)nc23)cc1,6%,-6%,-4%
COc1cccc(CC(=O)N(C)C2CCCN(Cc3ccccc3F)C2)c1 (stereo not drawn),2%,-5%,-4%
Cc1cc(C)cc(C(=O)OC2C[C@H]3CC[C@@H](C2)N3C)c1 (stereo partly drawn),10%[56.1 µM],-9%,.
Cc1ccc(-n2c(O)c(C=NCCCn3ccnc3)c(=O)[nH]c2=O)cc1,0%,2%,-6%
C=CCn1c(O)c(C(C)=Nc2ccc(N(CC)CC)cc2)c(=O)[nH]c1=O,-3%,2%,-5%
CN(C(=O)Cc1ccc(Cl)c(Cl)c1)C(CN1CCCC1)c1cccc(N=C=S)c1 (stereo not drawn),16%,-6%,.
COc1cc2c(cc1OC)CN(c1ccc([N+](=O)[O-])c(C(F)(F)F)c1)CC2,5%,-4%,?
CCN1c2nc3c(C)cccn3c(=O)c2CC2(C(=O)N(C)C(=O)N(C)C2=O)C1C (stereo not drawn),3%,-1%,-3%
CCN(CC)C(=O)c1ccc(NC(=O)CCn2nc(-c3ccc(C)cc3)c3ccccc3c2=O)cc1,7%,.,-14%
COC(=O)C1=C(c2ccc(-c3ccccc3)c(F)c2)C[C@@H]2CC[C@H]1N2C(=O)NCCCOC(C)C,0%,.,?
CC(C)C[C@H](NC(=O)CNC(=O)[C@H](CCC(N)=O)NC(=O)[C@H](Cc1ccc(O)cc1)NC(=O)[C@@H](NC(=O)[C@H](Cc1ccc(O)cc1)NC(=O)CNC(=O)[C@@H](N)CCCN=C(N)N)C(C)C)C(=O)O,5%,-2%,.
